# Screens (PubChem)
# KCNK3 block: human KCNK3 channel inhibition, primary screen | CHO-KCNK3 thallium flux, FluxOR fluorescence; stronger effect = lower value | AID 602410 | O14649 | actives 0.84% (n = 340,000) | B-score at 10 µM;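 active = B-score under library mean minus 4 SD, starting fluorescence ratio at most library mean plus 5 SD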;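 also: more negative B-score means stronger inhibition of thallium flux through KCNK3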
# Target sequence (O14649 whole entry, looked up): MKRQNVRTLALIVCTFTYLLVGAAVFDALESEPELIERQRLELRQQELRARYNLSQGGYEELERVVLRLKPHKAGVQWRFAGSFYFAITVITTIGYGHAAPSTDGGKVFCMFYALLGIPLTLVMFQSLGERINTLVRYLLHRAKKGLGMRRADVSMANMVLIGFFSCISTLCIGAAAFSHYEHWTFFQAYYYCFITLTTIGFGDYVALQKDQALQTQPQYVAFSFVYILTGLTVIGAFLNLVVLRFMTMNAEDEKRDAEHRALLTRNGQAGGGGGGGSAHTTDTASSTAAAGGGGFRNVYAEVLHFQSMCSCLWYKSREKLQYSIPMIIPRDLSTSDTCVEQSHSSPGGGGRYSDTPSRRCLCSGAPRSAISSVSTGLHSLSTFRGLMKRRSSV
# MrgX1 allo act: human MrgX1 positive allosteric modulation, primary screen. Q96LB2. MrgX1-HEK293, Fluo-4 calcium flux, FDSS; stronger effect = higher value. actives 0.63% (n = 310,000). B-score at 10 µM;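 active = plate-corrected calcium response at least 3 library SD above typical, normal starting fluorescence, not activating the receptor alone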;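 also: compound read alongside a low EC10 to EC30 dose of BAM8-22 agonist; peak minus trough fluorescence over baseline measured at the second addition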
# RGS4 block: inhibitors of human RGS4; P49798; HEK293 M3R/RGS4 inducible, Fluo-4 calcium flux; stronger effect = higher value; triggered by carbachol at its EC20; actives 0.45% (n = 310,000); B-score at 10 µM; AID 463165;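 active = B-score, a plate-corrected calcium signal, over three deviations above library mean, with baseline fluorescence within five deviations of library mean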;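 also: RGS4 expression induced by doxycycline in cells with stable M3 receptor; B-score is computed from the integrated fluorescence ratio over baseline after carbachol; higher B-score means a larger calcium signal and so more RGS4 inhibition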
# KCNQ1 block: human KCNQ1 channel inhibition; actives 1.3% (n = 310,000); AID 2642; CHO-K1 KCNQ1, FluxOR thallium flux fluorescence; stronger effect = higher value; B-score at 10 µM;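 active = compounds whose thallium flux B-score, printed positive for inhibition, exceeds three library SD while starting fluorescence stays within three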;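 also: channel opened by potassium depolarization with thallium stimulus after 20 min compound exposure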
# Target sequence (P51787 whole entry, looked up): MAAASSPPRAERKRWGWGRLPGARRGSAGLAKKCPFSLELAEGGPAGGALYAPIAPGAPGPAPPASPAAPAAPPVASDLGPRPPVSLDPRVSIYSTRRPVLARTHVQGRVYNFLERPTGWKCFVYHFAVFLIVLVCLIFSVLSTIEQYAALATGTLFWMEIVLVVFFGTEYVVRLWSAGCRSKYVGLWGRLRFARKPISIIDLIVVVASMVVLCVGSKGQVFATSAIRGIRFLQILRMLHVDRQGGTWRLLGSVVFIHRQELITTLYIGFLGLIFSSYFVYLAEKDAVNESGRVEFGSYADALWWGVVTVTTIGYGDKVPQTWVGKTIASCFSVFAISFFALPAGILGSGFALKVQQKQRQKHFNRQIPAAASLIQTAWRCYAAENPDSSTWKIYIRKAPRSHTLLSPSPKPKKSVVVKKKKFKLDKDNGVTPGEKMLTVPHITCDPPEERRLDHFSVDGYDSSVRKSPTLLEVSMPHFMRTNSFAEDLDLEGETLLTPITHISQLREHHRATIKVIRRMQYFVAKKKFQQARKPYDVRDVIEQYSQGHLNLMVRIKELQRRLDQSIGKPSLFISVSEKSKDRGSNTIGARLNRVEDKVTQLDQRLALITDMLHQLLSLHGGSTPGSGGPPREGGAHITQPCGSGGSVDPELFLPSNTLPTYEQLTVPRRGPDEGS
# KCNQ1 act: potentiators or activators of human KCNQ1 potassium channel | P51787 | CHO-K1 KCNQ1, thallium flux FluxOR fluorescence; stronger effect = higher value | B-score at 10 µM | actives 0.35% (n = 310,000) | AID 2648;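 active = fluorescence ratio B-score, a plate-corrected score, at least three library SD, with initial intensity B-score within 5 SD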
#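 Assay system: CHO-K1 cells stably expressing KCNQ1. Medium: assay buffer for compound exposure, DMSO matched across wells. Timing: 37 °C overnight plating, 90-min dark dye load, 20-min compound pretreatment. Signal: kinetic FluxOR fluorescence, 10 s baseline plus 110 s post-stimulus.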
# TMEM16A act: activators or potentiators of mouse TMEM16A chloride channel; Q8BHY3; HEK293 TMEM16A/YFP-H148Q/I152L, iodide quench fluorescence; stronger effect = lower value; B-score at 10 µM; actives 0.3% (n = 340,000); AID 623877;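 active = fluorescence-ratio B-score plate-corrected deviation score at least 3 library SD below zero, with starting fluorescence score within 5 deviations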;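 also: channel opened by trigger with iodide after compound preincubation; score built on the fluorescence ratio of max minus min over baseline; more negative score means more quench and so TMEM16A activation or potentiation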
# TMEM16A inh: inhibitors of mouse TMEM16A calcium-activated chloride channel; actives 1.2% (n = 310,000); Q8BHY3; HEK293 TMEM16A/YFP iodide influx fluorescence, ionomycin; normalized B-score (activity score, 25-100; higher = stronger inhibition) at 10 µM; AID 588511;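 active = ratio plate-corrected score three or more library SD toward inhibition, starting fluorescence score within five deviations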;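 also: score derived from kinetic fluorescence span divided by baseline fluorescence per well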
# hERG rescue: shields human hERG channel from block by proarrhythmic agents; CHO-hERG, FluxOR thallium flux, dofetilide IC70 present; activation (rescue from dofetilide block), less the hit threshold, % at 10 µM; actives 0.51% (n = 310,000); AID 1511;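 active = activation above the mean of controls blocked by dofetilide plus 5 SD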;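 also: thallium influx through hERG after potassium depolarization seen as dye fluorescence rise; in these data hits start at about 4.7%; inactives centre near -7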
# KCNK9 block: blocks the human KCNK9 two-pore domain potassium channel; Q9NPC2; HEK293 KCNK9, FluxOR thallium flux fluorescence; stronger effect = lower value; B-score at 10 µM; actives 1.2% (n = 310,000); AID 488922;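 active = ratio B-score over 3 SD below the library mean, with starting fluorescence within 5 SD of its mean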;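 also: negative B-score means less thallium flux so channel inhibition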
# MrgX1 ag: human MrgX1 receptor agonism, primary screen | Q96LB2 | MrgX1-HEK293 cells, Fluo-4 calcium fluorescence, agonist mode; stronger effect = higher value | B-score at 10 µM | actives 0.44% (n = 310,000) | AID 588627;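 active = calcium response B-score plate-corrected fluorescence ratio at least 3 library SD, with starting fluorescence B-score inside 5 SD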
#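 Assay system: stable human MrgX1 HEK293 cell line. Quantity: 15,000 cells per well. Schedule: cells plated overnight, dye loaded 0.5 h 37 °C, 0.5 h room temperature. Detection: Fluo-4 NW calcium-flux fluorescence, kinetic read. Read-out basis: peak-minus-minimum fluorescence over baseline, converted to B scores. Control set: positive and negative control wells on each plate.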
# RGS4 pot: RGS4 potentiation or activation; actives 0.92% (n = 310,000); B-score at 10 µM; HEK293 M3R/inducible RGS4, carbachol calcium flux Fluo4; stronger effect = lower value;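 active = B-score of the integrated calcium signal more than 4 SD below the library mean, with starting fluorescence not abnormally high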;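 also: negative B-score means reduced calcium response which marks RGS4 activation or potentiation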
#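 Assay system: Inducible-RGS4 HEK293 cells carrying M3 receptor | Schedule: Compound preincubation 20 min at room temperature before agonist | Signal: Kinetic calcium fluorescence imaging with Fluo4-AM dye, 2 µM | Read-out basis: B score from integrated fluorescence ratio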
# * hit, by the source's call; i = inactive.
mol	KCNK3 block	MrgX1 allo act	RGS4 block	KCNQ1 block	KCNQ1 act	TMEM16A act	TMEM16A inh	hERG rescue	KCNK9 block	MrgX1 ag	RGS4 pot
O=C(OCCN1CCOCC1)c1cccs1	i	i	i	i	i	i	i	-11	i	i	i
O=S(=O)(NCCC(c1ccc(F)cc1)c1ccco1)c1ccccc1 (centres undefined)	i	i	i	i	i	i	i	-18	-7.4*	i	i
COCCCNC(=O)c1c[nH]c2ccc(S(=O)(=O)N3CCC(C)CC3)cc2c1=O	i	i	i	i	i	i	i	-15	i	i	i
O=C(O)c1ccccc1-n1cccc1C(=O)O	i	i	i	i	i	i	i	-3	i	i	i
Cc1ccc(CNC(=O)c2ccc(N(C)S(=O)(=O)c3ccccc3)cc2)cc1	i	i	i	i	i	i	i	-5	i	i	i
CCn1c(=NC(=O)CSC(C)=O)sc2cc(F)ccc21	i	i	i	i	i	i	i	-5	i	i	i
CCC(C)Sc1nc2c(cnn2-c2ccc(C)c(C)c2)c(=O)[nH]1 (centres undefined)	i	i	i	i	i	i	i	-8	i	i	i
CC(=O)Nc1ccc(NC2(C)C(=O)c3ccccc3C2=O)cc1	i	i	i	i	i	i	i	-6	i	i	i
O=C(c1ccco1)N1CCN(C(=S)Nc2ccc(F)c(Cl)c2)CC1	i	i	i	i	i	i	i	-6	i	i	i
Cc1ccc(C2=NOC(c3nnc(-c4ccccc4)o3)C2)cc1 (centres undefined)	i	i	i	i	8*	i	i	-1	i	i	i
Cc1cccc(NC(=O)CSc2cccc3cccnc23)c1C	i	i	i	i	i	i	i	-7	i	i	i
O=C(Oc1ccc(Br)cc1C(=S)N1CCOCC1)c1ccc([N+](=O)[O-])cc1[N+](=O)[O-]	i	i	i	i	i	i	i	-12	i	i	-7.5*
OCCNNC(=S)NC1CC2C=CC1C2 (centres undefined)	i	i	i	i	i	i	i	-3	i	i	i
CCOc1ccccc1CNC(=O)Cn1nc(C)c2c(C)n(-c3ccc(C)cc3)nc2c1=O	i	i	i	i	i	i	i	-3	i	i	i
CCN(CC)S(=O)(=O)c1cccc2cccnc12	i	i	i	i	i	i	i	-8	i	i	i
COc1cc(C)ccc1OCc1cc(C(=O)N(Cc2c(C)nn(C)c2C)C2CC2)no1	i	i	i	i	i	i	i	-7	i	i	i
COc1cccc(/C=N/NC(=O)c2cccc3ccccc23)c1	i	i	i	i	i	i	i	-4	i	i	i
Cc1nc(-c2ccc(NC(=O)C3CC3)cc2)cs1	i	i	i	i	i	i	i	-9	i	i	i
O=C(COC(=O)COc1ccc2ccccc2c1)Nc1cc(C(F)(F)F)ccc1N1CCOCC1	i	i	i	i	i	i	i	-5	i	i	i
Cc1cc(C)c2c(=O)[nH]c(SCC(=O)NCc3ccccc3)nc2n1	i	i	i	i	i	i	i	-7	i	i	i
O=C(Cn1c(CN2CCCCC2)nc2ccccc2c1=O)NC1CCCCC1	i	i	i	i	i	i	i	4	i	i	i
COc1cccc2[nH]c3c(=O)n(CCN(C)C)cnc3c12	i	i	i	i	i	i	i	-6	i	i	i
CCOc1ccccc1C(=O)Nc1ccc(NC(=O)c2ccccc2)cc1	i	i	i	i	i	i	i	-7	i	i	i
COc1ccc(N2CCN(C(=O)Cc3ccc(-n4c(=O)[nH]c5ccccc5c4=O)cc3)CC2)cc1	i	i	i	i	i	i	i	-14	i	i	i
O=C(NC1CCCCCC1)C(=S)N1CCOCC1	i	i	i	i	i	i	i	-10	i	i	i
c1ccc(CNC2=NCCCCC2)cc1	i	i	i	i	i	i	i	-1	i	i	i
O=C1/C(=C/c2cccnc2)CC/C1=C\c1cccnc1	i	i	6.9*	i	i	i	i	-15	i	i	i
CCNC(=O)CC1C(=O)N(c2ccc(C)cc2)C(=O)N1CCc1ccc(OC)c(OC)c1 (centres undefined)	i	i	i	i	i	i	i	-5	i	i	i
Cc1cc(C)nc(Nc2n[nH]c(-c3ccccc3Br)n2)n1	i	i	i	i	i	i	i	-1	i	i	i
CCOC(=O)N1CCC(NC(=O)CSCc2cnn(-c3ccccc3)c2-n2cccc2)CC1	i	i	i	i	i	i	i	-9	i	i	i
O=C(CSCc1c(Cl)cccc1Cl)Nc1ccc2c(c1)OCCO2	i	i	i	i	i	i	i	-4	i	i	i
CCC1(CC)Cc2ccccc2C(=O)N1	i	i	i	i	i	i	i	-3	i	i	i
O=C(Nc1cccnc1)c1scc2c1OCCO2	i	i	i	i	i	i	i	-7	i	i	i
COc1cc(OC)cc(C(=O)NCC(=O)OCC(=O)c2cc(C)n(Cc3ccco3)c2C)c1	i	i	i	i	i	i	i	-8	i	i	i
CCOc1ccc(N2CC(C(=O)Nc3ccc(S(=O)(=O)NCC4CCCO4)cc3)CC2=O)cc1 (centres undefined)	i	i	i	i	i	i	i	-1	i	i	i
CCOCCCNC(=O)c1ccc2c(=O)n(CCCOCC)c(=S)[nH]c2c1	i	13*	i	i	i	i	i	-10	i	i	i
COc1ccc(C)c2sc(NC(=O)c3cccc(N4C(=O)CCC4=O)c3)nc12	i	i	i	i	i	i	i	-14	i	i	i
COCCCNC(=O)c1ccc(NC(C)=O)cc1	i	i	i	i	i	i	i	-19	i	i	i
CCCCCCCCCCCCN1[C@@H](CC(=O)O)c2cc(C(F)(F)F)ccc2S1(=O)=O	i	i	i	i	i	i	100*	-5	i	i	i
CCCN(CC(=O)Nc1ccc(F)c(F)c1F)C(=O)Cn1c(=O)cnc2ccccc21	i	i	i	i	i	i	i	-12	i	i	i
CCCN1CNC(=S)N(c2ccc(C)cc2C)C1	i	i	i	i	i	i	i	-4	i	i	i
Cc1cc(NC(=O)CSC2=NCCS2)no1	i	i	i	i	i	i	i	-11	i	i	i
NC1=NC[C@H](Cc2ccc(O)cc2)N1CCc1cccc2ccccc12	i	9.6*	i	i	i	i	i	-7	i	i	i
COC(=O)c1ccccc1NC(=O)CNCCc1ccc(OC)c(OC)c1	i	i	i	i	i	i	i	-9	i	i	i
CN(CCc1ccccn1)c1ccc([N+](=O)[O-])cn1	i	i	i	i	i	i	i	-13	i	i	i
CC(=O)N(Cc1ccc(Br)cc1)c1cccc(C)c1C	i	i	i	i	i	i	i	-6	i	i	i
COc1cccc(C(=O)NC2CCN(C(=O)N3CCCCC3)CC2)c1	i	i	i	i	i	i	25*	-15	i	i	i
CSc1ncccc1C(=O)OCc1ccc(Br)cc1	i	i	i	i	i	i	i	-5	i	i	i
Cc1c(C)n(C(=O)CN2CCN(c3ccccc3)CC2)c2ccccc12	-10*	i	i	i	i	i	i	-10	i	i	i
COc1ccc(C)cc1NC(=O)C(OC(=O)CNC(=O)c1cccc(F)c1)c1ccccc1 (centres undefined)	i	i	i	i	i	i	i	-4	i	i	i
O=C(Cn1cnc2ccccc2c1=O)Nc1nnc(SCc2ccccc2)s1	i	i	i	i	i	i	i	-4	i	i	i
COc1ccc(NC(=O)N2C3CCCC2CC(NC(=O)C2CC2)C3)cc1 (centres undefined)	i	i	i	i	i	i	i	-5	i	i	i
CCc1nnc(NC(=O)C(=O)NCCOC(=O)c2ccccc2)s1	i	i	i	i	i	i	i	0	i	i	i
c1cc2c(cc1-n1cnnn1)OCO2	i	i	i	i	i	i	i	-14	i	i	i
CC(NC(=O)c1ccccc1NS(=O)(=O)c1ccc(CCC(=O)O)cc1)c1ccccc1 (centres undefined)	i	i	i	i	i	i	i	-7	i	i	i
CCOC(=O)C1=C(N)Oc2cc(O)ccc2C1c1ccc(Br)cc1 (centres undefined)	i	i	i	i	i	i	i	-1	i	i	i
Cc1c(NC(=O)/C(C#N)=C/c2ccc(-c3cccc(Cl)c3)o2)c(=O)n(-c2ccccc2)n1C	i	i	i	i	i	i	i	-10	i	i	i
O=C(CSc1nnc(-c2ccccc2)n1-c1ccccc1)NCc1ccco1	i	i	i	i	i	i	i	-9	i	i	i
N=c1ncn(CC(O)CO)c2nc(N3CCOCC3)[nH]c12 (centres undefined)	i	i	i	i	i	i	i	-9	i	i	i
CCOC(=O)C1CCN(C(=O)COC(=O)CCOc2ccc(C)cc2)CC1	i	i	i	i	i	i	i	-7	i	i	i

# Only KCNK3 block, hERG rescue and KCNK9 block, for 3 of the compounds above:
canonical_smiles	KCNK3 block	hERG rescue	KCNK9 block
CCc1nnc(NC(=O)C(=O)NCCOC(=O)c2ccccc2)s1	i	0	i
c1cc2c(cc1-n1cnnn1)OCO2	i	-14	i
CC(NC(=O)c1ccccc1NS(=O)(=O)c1ccc(CCC(=O)O)cc1)c1ccccc1 (centres undefined)	i	-7	i

# More structures follow.
mol	KCNK3 block	MrgX1 allo act	RGS4 block	KCNQ1 block	KCNQ1 act	TMEM16A act	TMEM16A inh	hERG rescue	KCNK9 block	MrgX1 ag	RGS4 pot
CC(C)Cn1c(N)c(C(=O)COC(=O)CCNS(=O)(=O)c2ccccc2)c(=O)n(C)c1=O	i	i	i	i	i	i	25*	-13	i	i	i
O=C(c1n[nH]c(=O)c2ccccc12)N1CCN(c2ccc(F)cc2)CC1	i	i	i	i	i	i	i	-4	i	i	i
COc1ccc(C2=Nn3c(nnc3C3CCCCC3)SC2)cc1OC	i	i	11*	i	i	i	i	-14	i	i	i
Brc1ccc2nc(CSc3ncn[nH]3)cn2c1	i	i	i	i	i	i	i	-5	i	i	i
OCCn1c(-c2ccc3c(c2)OCO3)csc1=Nc1ccccc1	i	12*	i	i	i	i	i	-9	i	i	i
